# Assay outcomes as filed in PubChem BioAssay.
# FLuc act counter – firefly luciferase counter-screen for stimulation assays. P08659. ATPlite luciferase biochemical, luminescence, 10 min; 0 = ATP-free wells, 1 = DMSO control. activation factor at 10 µM. 200,000 tested, under 10 active. AID 1027;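 active = luciferase activation factor, scaled between plate controls, of at least 2 with compound at 10 µM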
# Target sequence (P08659 whole entry, looked up): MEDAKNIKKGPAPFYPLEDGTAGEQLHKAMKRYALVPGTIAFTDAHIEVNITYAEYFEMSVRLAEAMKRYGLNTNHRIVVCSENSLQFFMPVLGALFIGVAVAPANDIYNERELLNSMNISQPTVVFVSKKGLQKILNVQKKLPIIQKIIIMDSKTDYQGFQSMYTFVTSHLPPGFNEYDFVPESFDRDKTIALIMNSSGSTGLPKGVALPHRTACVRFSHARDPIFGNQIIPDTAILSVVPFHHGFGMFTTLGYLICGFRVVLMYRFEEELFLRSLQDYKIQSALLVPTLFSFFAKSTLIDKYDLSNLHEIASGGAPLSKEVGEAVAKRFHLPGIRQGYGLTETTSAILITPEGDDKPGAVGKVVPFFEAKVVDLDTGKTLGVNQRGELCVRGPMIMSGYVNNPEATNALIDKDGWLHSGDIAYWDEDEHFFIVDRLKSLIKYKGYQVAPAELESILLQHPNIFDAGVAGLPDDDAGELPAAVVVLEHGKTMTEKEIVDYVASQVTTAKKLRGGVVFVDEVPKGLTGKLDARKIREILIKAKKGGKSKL
#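 Material: Luciferase/luciferin reagent mix | Doses: Test compounds dosed from 2 mM stocks in 100% DMSO | Timing: 10 min incubation after luciferase reagent addition, room temperature | Measured by: Luminescence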
# TNAP inh noacc – blocks human TNAP activity with no phosphate acceptor present | purified TNAP, CDP-star luminescence, 30 min | inhibition, % at 20 µM | actives 0.26% (n = 200,000) | AID 1012 | P05186;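 active = tissue-nonspecific alkaline phosphatase inhibition above about 50% at 20 µM in the single-dose screen, limit read from the data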;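 note: 0% = DMSO negative control and 100% = EDTA positive control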
# Target sequence (P05186 whole entry, looked up): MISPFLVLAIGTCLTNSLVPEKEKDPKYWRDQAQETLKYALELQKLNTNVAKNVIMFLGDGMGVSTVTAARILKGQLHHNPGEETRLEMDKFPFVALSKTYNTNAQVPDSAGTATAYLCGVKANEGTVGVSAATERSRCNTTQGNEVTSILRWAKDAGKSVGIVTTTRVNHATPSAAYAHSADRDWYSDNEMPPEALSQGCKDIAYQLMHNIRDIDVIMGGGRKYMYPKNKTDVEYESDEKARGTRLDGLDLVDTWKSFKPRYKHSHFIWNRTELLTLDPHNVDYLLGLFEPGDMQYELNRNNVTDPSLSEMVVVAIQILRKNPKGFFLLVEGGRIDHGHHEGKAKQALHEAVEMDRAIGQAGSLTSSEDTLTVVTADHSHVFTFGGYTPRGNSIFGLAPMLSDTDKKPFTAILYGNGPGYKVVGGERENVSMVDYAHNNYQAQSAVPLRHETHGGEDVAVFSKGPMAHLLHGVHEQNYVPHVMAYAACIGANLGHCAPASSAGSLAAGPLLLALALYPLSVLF
# PMI activator – activators of human phosphomannose isomerase; purified human PMI, coupled resazurin fluorescence, 20 min; active compounds read high; 1 = vehicle control, 0 substrate-free wells; activation factor at 20 µM; actives 0.005% (n = 190,000); AID 1214;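 active = activation factor of 2 or more at 20 µM, relative to plate controls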
# TNAP act hiacc – increases human TNAP activity under high phosphate acceptor concentration; P05186; purified TNAP, CDP-star luminescence, 1 M DEA, 30 min; active compounds read high; 0 = EDTA background, 1 = DMSO-only activity; activation factor at 20 µM; 200,000 tested, under 10 active;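 active = activation factor at least 2 at 20 µM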
#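 Measured by: Luminescent substrate turnover signal | Test system: Human TNAP | Input: TNAP 1/800 final | Dosing: 20 µM single point | Schedule: 30 min, room temperature | Controls: EDTA wells as negative control, DMSO wells as positive control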
# TNAP inh hi DEA – TNAP (human) inhibition, high acceptor; P05186; purified TNAP, CDP-star luminescence, 1 M DEA; inhibition, % at 20 µM; actives 0.03% (n = 200,000); AID 1135;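 active = over 50% inhibition of tissue-nonspecific alkaline phosphatase at 20 µM in the single-dose screen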;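 note: plate controls were DMSO wells for no effect and EDTA-quenched wells as full inhibition for full effect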
# PMI act hi M6P – PMI (human) activation, high substrate | P34949 | coupled PMI enzyme assay, resazurin fluorescence, 20 min; active compounds read high; 1 = untreated enzyme, 0 = substrate-free blank | activation factor at 20 µM | actives 0.34% (n = 190,000) | AID 1216;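 active = activation factor of 2 or more at 20 µM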
#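 Test system: human phosphomannose isomerase with PGI, G6PDH, diaphorase coupling enzymes; amount: 15 ng/mL PMI; incubation: enzyme reaction with compound 20 min at room temperature; technique: resorufin fluorescence (Ex 544/Em 590 nm) from resazurin via diaphorase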
# bIAP activator – increases bovine intestinal alkaline phosphatase activity; actives 0.17% (n = 200,000); activation factor at 20 µM; purified bovine IAP, CDP-star luminescence, 30 min; active compounds read high; fold of DMSO-control signal, blank-subtracted; AID 1016;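 active = activation factor of 2 or more at 20 µM, a signal rise over negative controls twice the positive control's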
# FLuc inhib CS – inhibits firefly luciferase, flagging false hits in luciferase inhibition screens; P08659; ATPLite firefly luciferase biochemical luminescence, 10 min; inhibition, % at 10 µM; actives 1.5% (n = 200,000); AID 1006;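 active = inhibition above about 50% when tested at 10 µM, limit read from the data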
# APP 5'UTR act – activates APP 5'UTR luciferase reporter | SH-SY5Y APP 5'UTR luciferase reporter, luminescence; zero percent = DMSO vehicle wells | activation, % at 2 µM | actives 1% (n = 190,000) | AID 1276;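 active = activation above a set limit, based on mean plus 3 SD of controls, cut at about 140% in these data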; note: values of inactives mirror those of a sister screen read the other way
# NF-kB expr up – compounds increasing NF-kB expression in human neuronal cells | NF-kB reporter expression; active compounds read high | fold change at 12.5 µM | actives 1.6% (n = 190,000); in the data active = fold change above about 3.3
# Numbers without * were called inactive; x = not tested or not shown.
1	CCC(=O)N1CCN(c2ccc(NC(=O)COc3ccccc3[N+](=O)[O-])cc2)CC1
2	CC(=O)Nc1ccc(S(=O)(=O)NC(CC(=O)N(C)Cc2ccccc2)C(C)C)cc1 (configuration not stated)
3	COc1ccc(C(C(=O)NC2CCCCC2)N(C(=O)c2ccccn2)c2cccnc2)cc1 (configuration not stated)
4	CCOC(=O)C1(Cc2ccccc2)CCN(Cc2cnn(-c3ccccc3)c2)CC1
5	O=C(Cc1cccc2ccccc12)NNC(=O)Nc1cccc(Cl)c1
6	O=C(COc1cccnc1[N+](=O)[O-])Nc1ccc2c(c1)OC(F)(F)O2

screen / no.	1	2	3	4	5	6
FLuc act counter	1	1.1	1	1.1	1	1.1
TNAP inh noacc	-12	-12	0	-11	-4	1
PMI activator	1	0.9	x	1	1	1
TNAP act hiacc	1	1	1	1.1	0.9	1
TNAP inh hi DEA	0	-4	3	-12	5	-1
PMI act hi M6P	1	1	x	1	1	1
bIAP activator	1	1	1	1	1	1
FLuc inhib CS	-2	-6	2	-7	-3	-9
APP 5'UTR act	9	2	10	7	-10	-9
NF-kB expr up	0.48	1.1	1	1.1	1	1.3

7	COc1ccc(C2C(C#N)=C(N)OC(C(C)(C)C)=C2C#N)cc1OC (configuration not stated)
8	O=C(O)Cn1nc(-c2ccccc2)oc1=O
9	O=C1OCCC1Sc1nnc(-c2ccccc2Br)n1Cc1ccccc1 (configuration not stated)
10	CC(C)(C)Nc1nc(Cl)nc(N(C#N)CN2C(=O)c3ccccc3S2(=O)=O)n1
11	Cc1nc(NC(=O)C23CC4CC(CC(C4)C2)C3)sc1Cc1ccc2c(c1)OCO2
12	O=C(c1ccc2c(c1)OCCO2)N(c1ccccn1)C1CCCCC1

screen / no.	7	8	9	10	11	12
FLuc act counter	1	1	1.1	1	1	1
TNAP inh noacc	-15	-7	-10	1	-11	-14
PMI activator	0.9	1.1	1.1	x	0.8	1
TNAP act hiacc	1.1	1	1	1	1	1.1
TNAP inh hi DEA	-7	-2	-4	2	-1	-9
PMI act hi M6P	0.7	1.2	1.1	x	0.8	0.9
bIAP activator	0.9	1	0.9	1	1.1	1
FLuc inhib CS	-4	0	-6	-4	-3	-5
APP 5'UTR act	2	-9	12	4	14	15
NF-kB expr up	0.96	1.2	1.4	1.1	1.9	1.2

13	CCCCCCCc1nc2c(=O)n(C)c3ccccc3c2o1
14	COc1ccc2oc(=O)cc(C)c2c1
15	CC(=O)Nc1cc(-c2nn3c(C)nnc3s2)ccc1C
16	Cc1ccc(COc2ccsc2C(=O)NNC(N)=S)cc1
17	Cc1ccc(C(=O)NC(=S)Nc2nc(-c3cccc([N+](=O)[O-])c3)cs2)c(Cl)c1
18	COC(=O)CSC(C(=O)Nc1ccc(C)c(C)c1)c1ccccc1 (configuration not stated)

screen / no.	13	14	15	16	17	18
FLuc act counter	1.1	1	1	1	1.1	1.1
TNAP inh noacc	-11	-12	-18	-137	3	-16
PMI activator	1	1.1	0.9	1	1	0.9
TNAP act hiacc	1.1	1.1	1.1	1	1	1.1
TNAP inh hi DEA	-6	-8	-6	-5	3	-10
PMI act hi M6P	1	1.1	0.9	0.9	1	0.9
bIAP activator	0.9	1	1.1	1	0.5	0.9
FLuc inhib CS	-6	-3	-5	-4	-6	-6
APP 5'UTR act	-2	-1	2	-9	-10	x
NF-kB expr up	1.4	1.2	1.3	0.92	1.1	1.7

19	CC(=O)N(c1ccccc1)c1nnc(-c2cnc(C)cn2)s1
20	CCN(CC(=O)NCCc1ccc(S(N)(=O)=O)cc1)Cc1nc2cc(OC)c(OC)cc2c(=O)[nH]1
21	O=C1c2ccccc2C(=Nc2ccccc2)C1c1cccc(Br)c1 (configuration not stated)
22	COc1ccc(C)cc1NC(=O)c1cc2c(CO)cnc(C)c2oc1=N
23	COc1cccc(NC(=O)N2CCN(S(C)(=O)=O)CC2)c1
24	CCn1c(-c2ccc(-c3ccccc3)cc2)c[nH]c1=S

screen / no.	19	20	21	22	23	24
FLuc act counter	0.9	1	1	1	1.1	1
TNAP inh noacc	-5	-49	12	-7	-8	19
PMI activator	0.9	1	1	0.9	0.9	1
TNAP act hiacc	1	1.1	0.9	1	1.1	1.1
TNAP inh hi DEA	-4	-9	12	-2	-7	-14
PMI act hi M6P	0.9	1.1	1	0.9	0.9	1.2
bIAP activator	1	1.5	0.9	0.1	0.9	0.8
FLuc inhib CS	8	-2	-2	-3	-7	-3
APP 5'UTR act	137*	-4	-2	-12	10	-3
NF-kB expr up	3.5*	1	1	0.84	1.2	1.5

25	O=C1NC(=NCc2ccccc2)S/C1=C/c1ccc(O)cc1
26	NC(=O)CCN1CCN(Cc2nc(C(c3ccccc3)c3ccccc3)no2)CC1
27	Cc1nn(-c2ccccc2)c(C)c1NC(=O)c1cccs1
28	O=C(Nc1ccc(F)c([N+](=O)[O-])c1)C(=O)c1c(O)[nH]c2ccccc12
29	OCCC1CN(Cc2cccc3c2OCO3)CCN1C1CCCCC1 (configuration not stated)
30	Cc1cc(Cl)c(S(=O)(=O)Nc2ccc3c(c2)OCO3)cc1OCC(=O)NC1CCCCC1

screen / no.	25	26	27	28	29	30
FLuc act counter	1	1	1	0.8	1	1.1
TNAP inh noacc	8	-6	-1	-7	-5	-1
PMI activator	1	0.8	1.1	1.5	1	0.9
TNAP act hiacc	0.9	1	0.9	1	1	1.1
TNAP inh hi DEA	9	-3	7	-1	1	-6
PMI act hi M6P	1	0.9	1.1	1.6	1.1	0.8
bIAP activator	1	1	1	1	1.1	1
FLuc inhib CS	4	-5	4	18	-2	-5
APP 5'UTR act	-13	-1	12	-21	6	-7
NF-kB expr up	1.8	1.1	0.71	1.5	1.4	0.94

31	CCc1nnc(NC(=O)CSc2ncnc3c2oc2ccccc23)s1
32	Cn1nc(C(F)(F)F)c(C(=O)Nc2ccc(F)cc2F)c1Sc1cccc(Cl)c1
33	CCCCNC(=S)N(Cc1c(C)noc1C)c1ccccc1
34	COc1cccc(-c2nnc(NC(=O)C3CCCCC3)o2)c1
35	CN1C(=O)C2(C(C#N)=C(N)N(c3cc(Cl)cc(Cl)c3)C3=C2C(=O)CC(C)(C)C3)c2ccccc21 (configuration not stated)
36	CS(=O)(=O)Oc1ccc(Br)cc1/C=C1/N=C(c2ccco2)OC1=O

screen / no.	31	32	33	34	35	36
FLuc act counter	1	1	1	1	1	1
TNAP inh noacc	6	-4	-9	-5	-4	-6
PMI activator	1	1	0.9	0.9	0.9	1.3
TNAP act hiacc	1	1	1	1	1	1
TNAP inh hi DEA	-2	0	-1	-3	-2	-4
PMI act hi M6P	1	0.9	1	0.9	0.9	1.2
bIAP activator	0.9	1.1	1.4	0.9	1	1.3
FLuc inhib CS	-5	-4	4	-1	-4	-2
APP 5'UTR act	3	9	-12	0	-26	2
NF-kB expr up	0.91	1.2	1.1	1.3	0.67	1.2

# Reprinted at random: three records from the list.
35	CN1C(=O)C2(C(C#N)=C(N)N(c3cc(Cl)cc(Cl)c3)C3=C2C(=O)CC(C)(C)C3)c2ccccc21 (configuration not stated)
32	Cn1nc(C(F)(F)F)c(C(=O)Nc2ccc(F)cc2F)c1Sc1cccc(Cl)c1
33	CCCCNC(=S)N(Cc1c(C)noc1C)c1ccccc1

screen / no.	35	32	33
FLuc act counter	1	1	1
TNAP inh noacc	-4	-4	-9
PMI activator	0.9	1	0.9
TNAP act hiacc	1	1	1
TNAP inh hi DEA	-2	0	-1
PMI act hi M6P	0.9	0.9	1
bIAP activator	1	1.1	1.4
FLuc inhib CS	-4	-4	4
APP 5'UTR act	-26	9	-12
NF-kB expr up	0.67	1.2	1.1

# (listing goes on)
37	O=C(CSc1nnc(CNC(=O)c2ccco2)o1)Nc1ccccc1
38	O=C(Nc1ccccc1)c1ccc(S(=O)(=O)NCc2ccco2)cc1
39	COc1ccccc1N1CCN(C(=O)CSc2nnc(NC(=O)C(C)C)s2)CC1
40	NCCCC[C@@H]1NC(=O)c2cc([N+](=O)[O-])cc(I)c2SC[C@@H](C(N)=O)NC(=O)[C@H](Cc2ccc(O)cc2)NC1=O
41	CC(=O)/C(=N/Nc1cccc(Cl)c1)Sc1nnc(C(O)c2ccccc2)n1-c1ccccc1 (configuration not stated)
42	COc1c(S(=O)(=O)N2CCCC2)ccc(Cl)c1Cl

screen / no.	37	38	39	40	41	42
FLuc act counter	1.1	1.1	1.1	1.1	1	1
TNAP inh noacc	18	-17	-3	-4	-3	-3
PMI activator	1.1	1	1	1.1	0.9	0.8
TNAP act hiacc	1	1.1	1	1	1	1
TNAP inh hi DEA	0	-6	1	-3	-1	1
PMI act hi M6P	1.1	1	1	1	1	0.9
bIAP activator	1	0.9	1	0.9	1	0.9
FLuc inhib CS	-6	-6	-6	-5	-5	4
APP 5'UTR act	-6	9	13	9	-4	-8
NF-kB expr up	1.5	1.1	1	0.94	1	1.1

43	CCOc1ccccc1NC(=O)N1CCCC1C(=O)Nc1nnc(CC)s1 (configuration not stated)
44	COc1ccc(OC)c(Nc2nc(-c3sc(NC(=O)c4ccccc4)nc3C)cs2)c1
45	O=C(NC(=S)N1CCN(c2ccc(C(F)(F)F)cc2[N+](=O)[O-])CC1)c1cccs1
46	CC1CN(CC(O)COC(c2ccccc2)c2ccccc2)CC(C)O1 (configuration not stated)
47	COc1ccc(OCC(=O)N(C)Cc2ccccc2)cc1
48	CCN(CC)S(=O)(=O)c1ccc(S(=O)(=O)N(CC(=O)Nc2ccccc2)Cc2ccco2)cc1

screen / no.	43	44	45	46	47	48
FLuc act counter	1.1	1.1	1.1	1	1	1
TNAP inh noacc	-5	-8	-2	3	-9	-11
PMI activator	0.9	0.8	0.9	0.9	0.9	1
TNAP act hiacc	1	1	0.9	1	1	1
TNAP inh hi DEA	-2	-3	7	4	-3	0
PMI act hi M6P	0.9	0.9	1	1	0.9	1
bIAP activator	0.9	0.9	1	0.9	0.9	1
FLuc inhib CS	-6	-7	-9	-4	0	-2
APP 5'UTR act	5	-3	7	8	8	-11
NF-kB expr up	1	0.94	0.96	1.1	1.2	1.2

49	CC(C)(C)C1CCc2c(sc3nc(SCC(N)=O)nc(N)c23)C1 (configuration not stated)
50	CCOC(=O)CNc1c(-c2ccc(OC)cc2)nc2ccc(Cl)cn12
51	CCOc1ccccc1NC(=O)C(NCC1(N2CCCCC2)CCCCC1)c1ccccc1 (configuration not stated)
52	CCN(CC(=O)Nc1sc2c(c1C#N)CCC(C)C2)CC(=O)NC1CCS(=O)(=O)C1 (configuration not stated)
53	Cc1ccccc1C(=O)NC1CCS(=O)(=O)C1 (configuration not stated)
54	COc1ccc2nc(Nc3nc4ccc(NC(C)=O)cc4s3)sc2c1
55	COc1ccc(Cn2nnnc2CN2CCCCCC2)cc1
56	Cc1ccc(S(=O)(=O)c2c(COC(=O)c3cccc(Cl)c3)c(-c3ccccc3)nn2C)cc1

screen / no.	49	50	51	52	53	54	55	56
FLuc act counter	0.8	0.7	1	1	1	0.9	1.1	1
TNAP inh noacc	6	-14	-16	-10	-7	-164	-10	-12
PMI activator	0.8	1	1	1.1	0.9	0.9	1	0.9
TNAP act hiacc	1	1	1	1.1	1.1	1.1	1	1
TNAP inh hi DEA	4	-1	-2	-6	-7	-7	-4	0
PMI act hi M6P	0.7	1	1.1	1.1	0.9	1	1	1
bIAP activator	0.9	1.1	0.7	1.1	1	0.9	1.1	0.8
FLuc inhib CS	19	25	5	1	1	14	-6	-2
APP 5'UTR act	52	16	-6	6	10	20	-13	-1
NF-kB expr up	1.5	1.6	0.95	1.7	1	2.1	0.8	1.1
